Rev-erbA mod: modulators of human Rev-erb alpha DNA binding; 370,000 compounds, 0.79% hits; Rev-erbα–FITC-DNA binding, fluorescence polarization, 90 min; activity, % at 10 µM; P20393;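 active means activity above about 14%, limit read from the data; passing the limit was not always enough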;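 further: 0% = DMSO wells with 35 nM protein and 100% = DMSO wells with 750 nM protein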
UHRF1 binding: human UHRF1 methylated DNA binding inhibitors; UHRF1 binding to methylated oligo, TR-FRET; Q96T88; inhibition, % at 4.4 µM; AID 687016; 370,000 compounds, 0.75% hits; in the data active means inhibition above about 21%;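 further: UHRF1 SRA domain binding a hemimethylated CpG hairpin DNA probe; 0% = median of test compound wells and 100% = reference inhibitor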
MBD2 inh: blocks human MBD2 binding to methylated DNA; TR-FRET, MBD2 binding to methylated oligonucleotide; Q9UBB5; 370,000 compounds, 0.31% hits; inhibition, % at 4.4 µM; in the data active means inhibition above about 13%
Target sequence (Q9UBB5 whole entry, looked up): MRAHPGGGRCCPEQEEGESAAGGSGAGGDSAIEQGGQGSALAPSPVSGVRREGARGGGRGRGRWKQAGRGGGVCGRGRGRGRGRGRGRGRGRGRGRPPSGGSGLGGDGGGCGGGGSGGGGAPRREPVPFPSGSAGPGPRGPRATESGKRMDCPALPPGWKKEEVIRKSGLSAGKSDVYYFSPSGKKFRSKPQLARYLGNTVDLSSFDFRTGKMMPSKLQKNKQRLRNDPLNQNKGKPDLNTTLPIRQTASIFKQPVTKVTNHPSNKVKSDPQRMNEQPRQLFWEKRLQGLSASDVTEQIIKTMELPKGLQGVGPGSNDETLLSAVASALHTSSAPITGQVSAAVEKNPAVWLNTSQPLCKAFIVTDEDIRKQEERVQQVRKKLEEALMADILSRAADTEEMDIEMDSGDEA
TCR CD3 inh: blocks the human TCR-CD3 interaction; TAMRA-labeled TCR probe fluorescence, biochemical; inhibition, % at 9.4 µM; 360,000 compounds, 0.37% hits; AID 651800; in the data active means inhibition above about 19%;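 further: recombinant mutant TCR 2C K166C tagged with TAMRA read by polarization; 0% = receptor in buffer alone and 100% = receptor with positive control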
LEDGF integ inh: blocks HIV-1 LEDGF/p75-dependent DNA integration; TR-FRET IN-LEDGF/p75 DNA integration, Eu/Cy5; inhibition, % at 3.7 µM; 370,000 compounds, 0.64% hits; AID 743269;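 active means inhibition above the screen-wide mean plus 3 SD, cut at about 13% in these data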;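 further: signal is the Cy5 over europium emission ratio at 671 and 618 nm; 0% = plate median of compound wells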
rCAG RNA binder: r(CAG) repeat RNA binding | TO-PRO-1 dye displacement fluorescence | inhibition, % at 3 µM | 370,000 compounds, 1.3% hits | AID 651821;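 active means inhibition above the plate cutoff, the mean of all test compounds on that plate plus 3 SD, cut at about 35% in these data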;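 further: 0% = DMSO alone and 100% = 100 µM mitoxantrone as full dye displacement; higher means more dye released from RNA so lower well fluorescence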
mABHD4 FP: ABHD4 (mouse) inhibition, primary FP screen | purified mABHD4, FP-Rh probe fluorescence polarization | inhibition, % at 8.92 µM | Q8VD66 | 370,000 compounds, 0.54% hits;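 active means inhibition exceeding the mean over every tested compound plus 3 SD, cut at about 30% in these data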;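 further: 0% = plate median of compound wells and 100% = S159A mutant with DMSO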
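assay system = mABHD4 protein | compound dosing = single nominal dose of 8.92 µM, 0.89% DMSO final | read-out basis = percent inhibition of probe binding, normalized to plate controls | schedule = Enzyme–compound pre-incubation 45 min, then probe 60 min, both 25 °C | detection = fluorescence polarization, excitation 525 nm, emission 598 nm, BODIPY TMR filters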
PG9 binder: binds the HIV-1 gp120 antibody PG9; AID 624416; TR-FRET gp120-PG9 antibody binding; 360,000 compounds, 0.43% hits; inhibition, % at 6.7 µM; in the data active means inhibition above about 8.5%
HTRA1 inh: HTRA1 (human) protease inhibition. Q92743. recombinant HTRA1, FP-rhodamine activity-based probe, fluorescence polarization. inhibition, % at 5.96 µM. 340,000 compounds, 0.5% hits. AID 504803; in the data active means inhibition above about 36%;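 further: 0% = enzyme with DMSO and 100% = wells lacking enzyme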
PRMT1 inh: inhibitors of human PRMT1 | 370,000 compounds, 1.3% hits | Q99873 | inhibition, % at 2.79 µM | recombinant PRMT1, activity-based probe fluorescence polarization;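 active means inhibition above about 21% made by adding two undisclosed values, limit read from the data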
Target sequence (Q99873 whole entry, looked up): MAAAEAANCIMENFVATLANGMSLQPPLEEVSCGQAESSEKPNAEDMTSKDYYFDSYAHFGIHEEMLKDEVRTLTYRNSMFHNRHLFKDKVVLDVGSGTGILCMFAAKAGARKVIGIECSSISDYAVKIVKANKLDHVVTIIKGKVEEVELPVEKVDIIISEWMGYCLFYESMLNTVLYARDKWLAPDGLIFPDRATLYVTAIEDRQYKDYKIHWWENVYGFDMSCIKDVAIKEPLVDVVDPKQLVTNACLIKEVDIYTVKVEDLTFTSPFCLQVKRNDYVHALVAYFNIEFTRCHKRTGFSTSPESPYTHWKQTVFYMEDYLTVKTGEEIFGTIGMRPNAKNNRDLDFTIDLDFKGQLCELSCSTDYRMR
The depositor's hits bear a star; · = not tested or not shown. This is a subset; the hit share may differ from the screen's.

SMILES	Rev-erbA mod	UHRF1 binding	MBD2 inh	TCR CD3 inh	LEDGF integ inh	rCAG RNA binder	mABHD4 FP	PG9 binder	HTRA1 inh	PRMT1 inh
O=C(Nc1ccccc1N1CCCCC1)c1cccc(F)c1	-4.6	-0.8	0.4	3.2	3.1	-5.3	0.5	-2.5	-11.4	0.7
Cc1ccc(-n2nc(C)c3c2OC(N)=C(C#N)C3c2cccs2)cc1 (stereo unspecified)	4.8	-0.1	-3.1	4.2	5.2	2.5	-7.1	0.2	0.6	-2.4
CC(/C=N/NC(=O)c1nnn(-c2nonc2N)c1C)=C\c1ccccc1	-7.7	-0.9	0.6	-0.1	-5.2	-1.8	-6.2	1.7	3.0	3.5
Cc1c(C#N)c(O)n(C)c(=O)c1N=Nc1ccc(S(N)(=O)=O)cc1	8.5	-58.6	-12.0	-2.3	-6.0	-2.4	5.7	-3.9	-1.8	2.9
CC(C)c1ccc(Nc2nc(CC(=O)O)cs2)cc1	0.0	-1.0	1.2	-5.8	-3.5	2.2	2.8	-0.5	0.1	-0.6
CC(=O)NC(=S)Nc1sc2c(c1C#N)CCCCC2	-2.2	-1.4	0.9	-5.3	1.2	3.4	2.0	-1.0	-7.4	6.6
C=CCn1c(COc2ccccc2)nnc1SCC(=O)Nc1ccc(Oc2ccccc2)cc1	3.9	2.5	0.8	·	3.5	5.4	-12.8	·	·	0.2
COCCCN(CC(=O)Nc1ccc(N2CCOCC2)cc1)S(=O)(=O)c1ccc(C)cc1	3.3	-1.0	1.0	9.2	-1.2	-3.6	-1.7	-1.0	7.7	0.3
CC(=O)N(C)c1ccc(NC(=S)NCC(C)C)cc1	-0.8	-2.6	0.1	3.5	2.1	-1.1	0.3	0.1	-4.7	0.2
CN(C)S(=O)(=O)c1cccc(C(=O)N/N=C\c2ccco2)c1	-0.5	-2.2	-3.1	·	-0.6	3.3	5.4	·	·	-2.3
COc1ccc(NC(=S)NC(=O)/C=C/c2ccccc2)cc1	3.7	-3.0	1.9	0.8	-1.7	9.3	2.8	0.1	-7.3	0.9
O=C1Cc2ccccc2C(=O)N1Nc1ccccc1	-0.7	-4.1	-6.5	1.4	-1.5	8.9	8.3	1.2	0.9	0.6
O=C(CNc1ccc2ccccc2c1)N/N=C/c1ccc(OC(=O)/C=C/c2ccco2)cc1	2.1	-6.2	-1.3	-2.8	4.3	20.2	-6.5	-2.3	8.4	9.8
COc1ccc(OCC(=O)Nc2nnc(C)s2)cc1	5.0	1.4	-1.4	-2.5	2.2	4.9	0.0	-2.0	-2.7	-0.6
COc1ccccc1-n1c(=O)c2c3c(sc2n2c(=S)[nH]nc12)CCC3	-1.2	-1.3	3.5	-1.5	-0.4	10.2	33.6*	0.9	-3.2	3.9
Cc1ccc(NC(=O)CC(N)=S)cc1	1.5	1.2	-1.1	8.4	-0.2	4.8	-10.4	0.6	5.1	1.7
CCOc1ccc2nc(NCCCNS(=O)(=O)c3ccccc3)c(C#N)cc2c1	8.8	0.2	1.7	-2.6	-1.2	6.8	8.9	0.6	-14.9	10.6
Cn1c2c(c(=O)[nH]c1=O)C(c1ccc(O)cc1)C1=C(N2)c2ccccc2C1=O (stereo unspecified)	-3.9	-0.4	2.4	-4.1	-4.5	26.8	-3.2	-13.0	·	3.3
Cc1cccc(NC(=O)c2cc([N+](=O)[O-])ccc2NC2CCCCC2)c1	-0.5	-3.2	0.6	-0.4	-2.7	5.2	-2.2	-0.3	-13.6	-1.9
COC(=O)c1ccc(OCc2nc(N)nc(N3CCOCC3)n2)cc1	-2.7	1.0	1.5	0.3	-0.7	-3.9	-2.5	0.6	-3.4	2.0
CCc1nnc(NC(=O)CSc2nnc(-c3ccccc3NC(=O)c3ccccc3)o2)s1	28.0*	0.1	3.8	-1.7	2.5	6.6	14.8	0.5	-12.2	-2.6
Cc1cc(Nc2ccc(C)c(Cl)c2)nc(N2CCOCC2)n1	8.0	1.1	6.0	-1.7	-0.8	-5.1	-0.3	1.0	·	-1.9
O=C(O)c1cccc2cccc(-c3c4ccc(=O)c(O)c-4oc4c(O)c(O)ccc34)c12	-38.0	91.6*	66.5*	65.6*	89.7*	91.8*	47.8*	1.7	50.1*	32.2*
Cc1cc(C)nc(SCCc2ccncc2)n1	-0.7	-5.8	-1.1	-6.5	-2.4	2.4	7.7	-0.7	0.6	29.6*
COc1ccc(NC(=O)Nc2ccc3nc(C)c(C)nc3c2)cc1	4.2	-1.3	-1.9	-3.5	-1.8	10.0	-4.0	0.4	4.6	0.4

Taken from above:
In PG9 binder, O=C(O)c1cccc2cccc(-c3c4ccc(=O)c(O)c-4oc4c(O)c(O)ccc34)c12 reads 1.7
In TCR CD3 inh, CC(=O)N(C)c1ccc(NC(=S)NCC(C)C)cc1 reads 3.5
In PG9 binder, Cc1ccc(-n2nc(C)c3c2OC(N)=C(C#N)C3c2cccs2)cc1 (stereo unspecified) reads 0.2

More entries:
SMILES	Rev-erbA mod	UHRF1 binding	MBD2 inh	TCR CD3 inh	LEDGF integ inh	rCAG RNA binder	mABHD4 FP	PG9 binder	HTRA1 inh	PRMT1 inh
C1CC1Cc1noc(CN2CCN(CC3CC3)CC2)n1	-0.2	-0.1	0.4	2.0	-10.1	-2.1	1.5	-0.1	7.2	0.0
N#CCCN/N=C(\Cc1nc2ccccc2[nH]1)c1ccccc1	0.4	-6.0	2.1	3.2	-0.9	18.9	0.5	0.3	-7.0	-0.8
O=C(COC(=O)c1ccc(Cl)nc1)Nc1cc(S(=O)(=O)N2CCCCC2)ccc1Cl	9.5	-0.6	-0.2	7.9	0.5	1.6	-4.5	-0.7	-2.0	-1.4
CCN(CC)CCn1c(NC(=O)c2ccc(Cl)cc2)nc2ccccc21	5.1	-5.3	5.6	-1.6	13.3	-3.8	1.2	-3.0	6.2	-5.5
Cc1ccc(NCc2nnc(SCC(=O)c3ccccc3)n2Cc2ccco2)c(C)c1	2.4	12.1	1.1	-7.7	11.7	15.0	-13.1	1.8	-12.6	23.9*
CCc1nnc(NC(=O)c2ccc(S(=O)(=O)N(C)c3ccccc3)cc2)o1	6.1	-1.2	-0.1	-4.9	0.6	17.5	-9.6	-2.7	4.1	0.5
Cc1cc2nc3c(=O)n(C4CCCCC4)c(=O)[nH]c3nc2cc1N	20.7	-14.5	1.1	-2.9	9.9	-74.4	25.1	-0.9	58.0*	94.0*
CC1(C(=O)NCCC#N)CCN1C(=O)Cc1ccc(-c2ccccc2)cc1 (stereo unspecified)	-2.5	-0.8	2.7	1.4	0.0	0.1	5.9	-1.1	·	1.7
O=C(O)c1ccc(N2C(=O)c3cccc(Oc4ccc(Cl)cc4)c3C2=O)cc1	1.6	-0.1	-1.1	4.8	-0.5	9.9	2.3	-0.6	2.6	0.1
Cc1ccc(C(=O)OCC(=O)NC2CCCC2)cc1C	-2.4	3.7	0.5	3.5	-3.9	-4.8	0.1	-0.6	3.7	0.8
CC(C)(C)OC(=O)N1CCC(C(=O)Nc2cccc(C(=O)N3CCCC3)c2)CC1	-3.5	-2.7	-1.3	7.5	1.6	-0.5	1.8	-1.9	2.7	-6.3
O=C(O)c1ccc2c3n(nc2c1)-c1ccc(Cl)cc1CO3	-0.5	-4.6	0.9	-3.6	2.2	-0.5	8.1	-0.3	·	0.2
Cc1cc(C)cc(Oc2ncnc3c2ncn3Cc2c(Cl)cccc2Cl)c1	-2.0	-1.7	-3.1	6.6	-0.3	-3.1	0.0	-2.9	-36.3	1.6
CC(=O)N/C(=C\c1cccs1)C(=O)O	2.6	2.0	5.1	-3.0	-4.4	-4.4	-0.1	-2.7	2.5	2.8
CC1CC(C)CN(C(=O)c2ccc3ncsc3c2)C1 (stereo unspecified)	7.5	-0.8	-1.0	4.6	-0.3	0.8	4.1	-2.0	-0.6	10.4
CC(C)(C)c1ccc(Cn2nnc3c(=O)[nH]c(C4CCCN(C(=O)c5ccco5)C4)nc32)cc1 (stereo unspecified)	-4.8	5.9	4.5	2.1	-0.9	12.2	-16.5	-2.0	-19.2	5.9
CC(=O)Nc1cccc(-c2ccnc3c2CC(C(=O)NCC2CC2)O3)c1 (stereo unspecified)	1.3	1.5	2.4	2.1	-3.1	-0.4	-1.9	0.3	·	4.5
COc1cc2ccccc2cc1C(=O)Nc1ccccc1C	0.9	1.0	-2.3	-10.1	-3.6	6.2	-8.4	-0.9	-22.3	1.2
N#Cc1ccc(Oc2cnccn2)cc1	-0.5	0.0	-2.2	8.5	4.0	1.0	5.0	2.8	6.0	-4.3
CCOc1ccccc1N1CCN(C(=S)Nc2ccc(S(=O)(=O)Nc3ncccn3)cc2)CC1	4.5	-0.4	-5.6	4.2	-1.2	24.5	-6.8	3.3	-1.7	-0.4
CCC(=O)N1CCc2cc(S(=O)(=O)CCC(=O)NCc3ccc(C)cc3)ccc21	-4.7	-0.2	-5.4	6.9	5.3	-5.0	1.9	1.7	0.8	-3.1
O=C(/C=C/c1ccccc1[N+](=O)[O-])Nc1cccnc1	-3.2	2.3	3.9	-2.1	2.0	2.8	5.3	1.1	2.5	-0.5
Cc1ccc(-c2nn(C)c(=O)c3ccccc23)cc1CNC(=O)/C=C/c1ccccc1	3.5	-2.2	-0.1	6.4	-1.8	4.2	-17.7	0.8	-50.9	3.2
CCN1C(=O)CC(NNC(=O)c2ccccc2)C1=O (stereo unspecified)	-5.8	2.7	-2.8	2.5	2.3	0.6	3.9	-0.3	1.9	-7.3
O=C(Nc1ccc(NC(=O)c2ccccc2Cl)cc1)c1cccnc1	-1.3	-1.6	-3.4	5.7	2.8	0.6	-8.1	0.4	-3.8	-3.5

(continued)
SMILES	Rev-erbA mod	UHRF1 binding	MBD2 inh	TCR CD3 inh	LEDGF integ inh	rCAG RNA binder	mABHD4 FP	PG9 binder	HTRA1 inh	PRMT1 inh
O=C(c1cc(-c2ccc(O)cc2)on1)N1CCc2ccccc2C1	1.2	0.4	-4.2	6.6	-3.8	6.2	-15.3	0.3	-28.4	0.8
CCC(C)[C@H](NC(=O)N1CCn2c1nc1ccccc12)C(=O)NCc1ccccc1 (stereo partly specified)	2.7	-1.1	-3.0	-2.3	-1.1	-9.7	1.2	0.4	-12.7	-2.2
Cc1cc(C)c(C#N)c(Sc2nnnn2-c2ccccc2)n1	-3.6	-0.1	4.5	9.0	-1.2	1.5	3.0	-0.6	0.8	-3.9
CNS(=O)(=O)c1ccc(NC(=O)c2cnn3c(C(F)F)cc(-c4ccccc4)nc23)cc1	-27.6	-0.8	-4.4	9.2	-0.5	0.5	-2.8	0.1	6.2	-3.9
O=C(/C=C/c1cccnc1)c1cccc(O)c1	-1.9	-3.5	-1.4	0.9	1.3	-0.3	0.6	-0.3	1.0	7.7
C=CCN1CCN(Cc2cnc(Cl)s2)CC1	9.2	2.1	4.4	5.6	1.9	1.5	2.3	0.0	0.8	-1.2
COc1ccc(OC)c(NC(=O)NC2CCCc3ccccc32)c1 (stereo unspecified)	6.1	2.0	5.7	-2.8	-2.1	-5.8	0.5	-1.1	-2.1	-0.7
NC(=O)CSc1nc2cc([N+](=O)[O-])ccc2n1-c1cccc(C(F)(F)F)c1	-5.8	-2.0	-1.0	2.3	0.8	-3.0	-1.8	-1.2	5.0	-2.4
CC(C)n1ncc2c(C(=O)N3CCN(Cc4ccc(Cl)s4)CC3)cc(C3CC3)nc21	-0.4	-1.1	-0.1	1.3	4.9	2.3	-9.2	-0.6	-18.4	-5.7
